S3 lipid droplet – qHTS Assay for Lipid Storage Modulators in Drosophila S3 Cells | Drosophila S3 cells, BODIPY lipid droplet fluorescence, 18-24 h; cells fed with added oleic acid | Potency in µM for hits, for the others lipid storage change, negative = inhibition, % at the top dose, mostly 46.1 µM | hit rate 0.64% among 320,000 | AID 2685; active = well fitted inhibition curve with a large enough effect in the signal ratio, with a control signal flat, not every such curve was filed as active; inconclusive = small, poorly fitted or top-dose-only effect, or effect the other way, or a change in a side signal; the % refers to the signal ratio
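Laser-scanning cytometry quantifies lipid droplet accumulation (500–530 nm total intensity; droplet/cell object ratio) in oleic acid-fed (400 uM added) Drosophila S3 cells treated with a concentration series. 20 uM Triacsin C defined 100% inhibition.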
S3 lipid droplet cell count max – further read-out of S3 lipid droplet, marked with its call; cell number change, %; measured here: cell count max response;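 cells counted by Cell Tracker Red CMTPX staining in the red channel; peak over a dose series mostly up to 46.1 µM; percent activity relative to internal control wells on each plate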
* = called active by the depositor; i = inactive; u = inconclusive; x = not tested or not shown; [ ] = remark or other dose. % is scaled to controls: 0 for no effect and ±100 for the full control effect; potency is read from the fitted curve at half-maximal effect. Only part of the results is shown; count on the stated rates, not on these rows.

| smiles | S3 lipid droplet | S3 lipid droplet cell count max |
| --- | --- | --- |
| COC(=O)c1sc(S(=O)(=O)N2CCC(C(N)=O)CC2)c(C(=O)OC)c1C | u | x |
| COc1cc2c(cc1NC(=O)c1ccccc1F)CCCC2 | u | x |
| O=C(O)C1(Cc2nc3ccccc3[nH]2)CCCC1 | u | x |
| NC(=O)c1c(NC(=O)c2ccccc2F)sc2c1CCCC2 | 1.6µM* | -11* |
| Cc1cc2c(c(Sc3ccccc3)n1)C(=O)OC2 | i | -1 |
| COc1ccc(OCC(O)Cn2c(Nc3ccccc3)nc3c2c(=O)n(C)c(=O)n3C)cc1 (stereo not given) | u | x |
| CCOC(=O)CSc1ccc2nnc(CCNS(=O)(=O)c3ccccc3)n2n1 | u | x |
| CSc1nnc(NC(=O)CCc2ccccc2)s1 | u | x |
| CCC(=O)N(CC)c1nc(-c2ccc(OC)cc2)cs1 | u | x |
| O=C(NC1CCCC1)C(c1ccc(O)cc1)N(CC1CCCO1)C(=O)C1COc2ccccc2O1 (stereo not given) | u | x |
| Cc1ccc2oc(=O)n(CCOc3ccccc3Cl)c2c1 | -8% | -1 |
| CC(=O)c1ccc(NC(=O)CC(C)S(=O)(=O)c2ccc3c(c2)CCN3C(C)=O)cc1 (stereo not given) | u | x |
| CNC(=O)c1ccc(S(=O)(=O)c2ccc(Cl)cc2)c(NC(C)=O)c1 | 4% | 19 |
| Cc1ccc(NC2CCCN(C(=O)CCc3ccncc3)C2)cc1C (stereo not given) | u | x |
| Cc1ccc(S(=O)(=O)Nc2cc(C)on2)cc1 | u | x |
| O=C(c1ccccc1)c1ccc2c(c1)OCCOCCOCCOCCO2 | 14% | 10 |
| COc1ccc(/C(O)=C2/C(=O)C(=O)N(CCN(C)C)C2c2ccccc2)cc1Cl (stereo not given) | 5% | -4 |
| N=c1sccn1CC(=O)Nc1cc(S(=O)(=O)N2CCCCC2)ccc1Cl | 5% | 8 |
| COc1ccc(S(=O)(=O)N2CCCC2C(=O)Nn2cnnc2)cc1 (stereo not given) | i | -3 |
| CCOC(=O)c1nc(C)sc1-c1ccnn1S(=O)(=O)c1ccccc1C(F)(F)F | u | x |

No new results follow: three of the compounds above.
| smiles | S3 lipid droplet | S3 lipid droplet cell count max |
| --- | --- | --- |
| N=c1sccn1CC(=O)Nc1cc(S(=O)(=O)N2CCCCC2)ccc1Cl | 5% | 8 |
| COc1ccc(S(=O)(=O)N2CCCC2C(=O)Nn2cnnc2)cc1 (stereo not given) | i | -3 |
| CCOC(=O)c1nc(C)sc1-c1ccnn1S(=O)(=O)c1ccccc1C(F)(F)F | u | x |

(continued)
| smiles | S3 lipid droplet | S3 lipid droplet cell count max |
| --- | --- | --- |
| NNc1ccc(Cc2ccc(Cl)cc2Cl)nn1 | u | x |
| COc1ccc(CN(C)C(C)C(=O)Nc2ccc([N+](=O)[O-])cc2Cl)cc1OC (stereo not given) | u | x |
| COC(=O)Cc1c(C)nc2nc(NCc3c(F)cccc3Cl)[nH]n2c1=O | u | x |
| COc1ccc(-c2cc(=O)n(-c3ccc([N+](=O)[O-])cc3)[nH]2)cc1 | u | x |
| Cc1ccc(-c2cc(C#N)c(=O)n(Cc3c(Cl)cccc3Cl)c2)cc1 | 1% | 12 |
| Cc1cccc(C(=O)O/N=C(\N)Cc2ccc([N+](=O)[O-])cc2)c1 | u | x |
| N#CC(Cc1ccccc1OC(F)F)c1nc2ccccc2[nH]1 (stereo not given) | u | x |
| COC(=O)c1ccccc1NC(=O)CN1CCC(C(=O)c2ccc3c(c2)OCCO3)CC1 | u | x |
| CC(=O)O[C@]1(C(C)=O)CCC2C3CCC4=C/C(=N/OCC(=O)O)CC[C@]4(C)C3CC[C@@]21C (stereo not given in full) | u | x |
| Cc1nnsc1SCC(=O)O | -8% | -17 |
| Cc1ccc(-n2c(CC#N)n[nH]c2=S)c(C)c1 | u | x |
| COc1ccc2ccccc2c1C1NC(=O)NC(C)=C1[N+](=O)[O-] (stereo not given) | -4% | 4 |
| CCN1CCc2c(C#N)c(N3CCOCC3)nc(NCCO)c2C1 | u | x |
| CC(C)C(NC(=O)c1ccco1)C(=O)OCC(=O)NCCc1ccccc1 (stereo not given) | u | x |
| CN(C)CCCOc1cccc(Oc2ccccc2)c1 | -2% | 4 |
| O=c1c2c(nc3cc(-c4ccccc4)[nH]n13)CCS2 | 0% | -17 |
| Cn1nc(C(=O)Nc2ccccc2N2CCOCC2)ccc1=O | -25% | x |
| Cc1csc(SCC(=O)N(C)CC(=O)Nc2ccc(F)cc2)n1 | u | x |
| O=C(Cc1cccs1)NNC(=S)NCc1ccco1 | -23% | -7 |
| COc1cc2c(cc1OC)C(C)N(C(=O)c1ccc(Br)o1)CC2 (stereo not given) | u | x |
| FC(F)(F)c1ccccc1/C=N/n1c(COc2ccccc2)n[nH]c1=S | u | x |
| CCn1cc(/C=C(\NC(=O)c2ccccc2F)C(=O)NCCN2CCOCC2)c2ccccc21 | u | x |
| COc1ccc(CC(=O)Nc2ccc(S(=O)(=O)Nc3nccs3)cc2)cc1 | u | x |
| O=C(Nc1ccc2c(c1)OCCO2)c1ccc(Br)cc1 | u | x |
| O=C1N/C(=N\N=C\c2ccccn2)SC1Cc1cccc(SC(F)F)c1 (stereo not given) | -1% | 5 |
| COc1ccccc1N1CCN(Cc2ccc(OC)c3ccccc23)CC1 | 4% | -19 |
| O=S(=O)(c1ccc(Cl)cc1)c1ccccn1 | u | x |
| CC(C)(C)OC(=O)CNC(=O)c1[nH]cnc1C(=O)NC1CCN(C(=O)OC(C)(C)C)CC1 | u | x |
| CN(C(=O)COC(=O)C1CCN(S(=O)(=O)c2c(Cl)cccc2Cl)CC1)C1CCCCC1 | i[0.0737 µM] | x |
| O=C(CSc1n[nH]c(-c2ccco2)n1)N1c2ccccc2Sc2ccccc21 | u | x |
| COc1ccccc1NC(=O)Cn1c2ccccc2c2nc3n(c(=O)c21)CCS3 | u | x |
| CC(=O)c1ccc(NC(=O)C2CCCN(C(=O)c3ccc(Cl)cc3)C2)cc1 (stereo not given) | u | x |
| COc1ccc(CN2CCN(CCc3ccccc3)C(CCO)C2)cc1Cn1cncn1 (stereo not given) | u | x |
| O=C(Oc1ccc(-c2ccccc2)cc1)N1CCCCC1 | u | x |
| O=C(Cn1ncn2c(cc3sccc32)c1=O)NC1CCCC1 | u | x |
| CC(C(=O)N1CCc2ccccc21)N(C)CC(=O)Nc1ccc(F)cc1 (stereo not given) | 11% | 10 |
| O=C(c1ccc([N+](=O)[O-])cc1)N1CCN(C(=O)c2cccnc2)CC1 | -7% | 15 |
| CSCCC(NC(=O)COc1ccccc1)C(=O)OCCOc1ccc(F)cc1 (stereo not given) | u | x |
| Cc1noc(C)c1S(=O)(=O)N(C)CC(=O)NCc1ccccc1 | 10% | 26 |
| COc1ccc(C(=O)Nc2nnc(-c3ccco3)s2)cc1 | u | x |
| COCC(C)N1CCC(Oc2ccc(C(=O)N3CCCC3)cc2)CC1 (stereo not given) | -1% | 1 |
| CCOC(=O)c1c(N)sc(C(O)(C(F)(F)F)C(F)(F)F)c1-c1ccc(Cl)cc1 | u | x |
| CS(=O)(=O)c1ccccc1-c1nnc(NC(=O)c2cccc(N3C(=O)CCC3=O)c2)o1 | u | x |
| COc1cc(/C=c2\s/c(=C\C(=O)C(C)(C)C)[nH]c2=O)cc(OC)c1OC | -11%[9.22 µM] | 5 |
| COCCNC(=O)/C(C#N)=C/c1ccc(OCC(=O)NC2CCCCC2)cc1 | 14% | -2 |
| Cc1ccc2nc(SCC(=O)Nc3ccc(C)c([N+](=O)[O-])c3)[nH]c2c1 | u | x |
| Cc1cc(C)c(S(=O)(=O)N2CCN(c3nc4c(c(=O)n(C)c(=O)n4C)n3C)CC2)c(C)c1 | -7% | -4 |
| Cc1nonc1OCCn1c([N+](=O)[O-])cnc1C | -2% | 14 |
| Cc1nc(SCc2ccc(C(=O)O)cc2)c2c(C)c(C)sc2n1 | u | x |
| Cc1ccc(C)c(N2CCN(S(=O)(=O)c3ccc4c(c3)CCN4C(=O)CCC(=O)O)CC2)c1 | u | x |
| O=C(CN1CCOCC1)N/N=C/c1c(O)ccc2ccccc12 | u | x |
| O=C(Nc1ccccc1)/C(=C/c1ccc([N+](=O)[O-])cc1)NC(=O)c1ccco1 | i | 13 |
| COc1ccccc1-n1c(SCC(=O)NC2CC2)nc2ccccc2c1=O | u | x |
| CCCC(=O)Nc1ccc(C2C(=O)c3ccccc3C2=O)cc1 | 8% | 14 |
| CCOc1ccc(OCCN2CCCCC2)cc1 | -4% | 0 |
| Cc1cc(C)c2c(c1)C(=O)/C(=C/c1ccc(C(=O)O)cc1)CC2 | u | x |
| Cc1cc(NC(=O)CSc2nc(C3CC3)nc3sc(C)c(C)c23)no1 | u | x |
| CC(C)CC(NC(=O)C1CCCCC1)C(=O)N1CCN(c2ccccn2)CC1 (stereo not given) | u | x |
| CCn1c(=S)[nH]c2cc(C(=O)O)ccc21 | 1% | -3 |
| CCOc1cc(/C=C2\C(=O)N(c3cccc(C(=O)O)c3)N=C2C(F)(F)F)ccc1OCC(=O)Nc1ccccc1OC | u | x |

(continued)
| smiles | S3 lipid droplet | S3 lipid droplet cell count max |
| --- | --- | --- |
| N/C(=N\NC(=O)c1cccs1)c1cc2cc(Cl)ccc2oc1=O | 25% | 2 |
| CC(=O)Nc1nc(SCc2cccc3ccccc23)n[nH]1 | i | x |
| Nc1nnc(CCOc2ccc(Cl)cc2)s1 | u | x |
| O=C(NC(C(=O)N/N=C/c1cc([N+](=O)[O-])ccc1O)c1n[nH]c(=O)c2ccccc12)c1ccccc1 (stereo not given) | i | 17 |
| N#Cc1c(NC(=O)c2ccc(Cn3cc(Br)cn3)o2)sc2c1CCCCCC2 | u | x |
| COc1ccc(C(=O)COC(=O)c2cc([N+](=O)[O-])ccc2N2CCOCC2)c(OC)c1 | u | x |
| COCCN(CC(=O)Nc1cccc(C)c1)S(=O)(=O)c1ccc(S(=O)(=O)N2CCCC2)cc1 | u | x |
| O=C(CCc1ccccc1)N/N=C\C1CC=CCC1 (stereo not given) | -10% | 22 |
| CCNC(=O)NC(=O)COC(=O)CCCSc1nc2ccccc2s1 | 16% | -1 |
| CN1C=CC=C/C1=C1/SC(=S)N(Cc2ccccc2)C1=O | u | x |
| O=C(COc1ccc(Cl)cc1Cl)N/N=C/c1cccnc1 | u | x |
| O=C(N/N=C/c1cccnc1)c1ccc(NC(=O)c2cccc(Cl)c2)cc1 | u | x |
| Cc1c(C(=O)Nc2nonc2-c2ccc(F)cc2)oc2ccc(F)cc12 | u | x |
| Cc1coc2c(C)c3oc(=O)c(CCC(=O)NCc4ccccn4)c(C)c3cc12 | u | x |
| COc1ccc(NC(=O)C(F)(OC)C(F)(F)F)c(OC)c1 (stereo not given) | 7% | 7 |
| C=CCCCN(Cc1ccccc1)S(=O)(=O)c1ccccc1Br | 14% | 2 |
| CCc1nnc(NC(=O)CSc2nc(C)cs2)s1 | u | x |
| COc1ccc(-c2csc(N3CCN(S(=O)(=O)c4ccc5c(c4)NC(=O)CO5)CC3)n2)cc1 | u | x |
| CC(C)(C)c1ccc(C(=O)N2CCC(C(=O)NC3CC3)CC2)cc1 | 27% | 15 |
| C#CCSc1nnnn1-c1cccc(Cl)c1 | 3% | 16 |

Ordered by length of the SMILES (highest first): some entries from above.
| smiles | S3 lipid droplet | S3 lipid droplet cell count max |
| --- | --- | --- |
| Cc1coc2c(C)c3oc(=O)c(CCC(=O)NCc4ccccn4)c(C)c3cc12 | u | x |
| O=C(N/N=C/c1cccnc1)c1ccc(NC(=O)c2cccc(Cl)c2)cc1 | u | x |
| CC(C)(C)c1ccc(C(=O)N2CCC(C(=O)NC3CC3)CC2)cc1 | 27% | 15 |
| COc1ccc(NC(=O)C(F)(OC)C(F)(F)F)c(OC)c1 (stereo not given) | 7% | 7 |
| O=C(COc1ccc(Cl)cc1Cl)N/N=C/c1cccnc1 | u | x |

Continued:
| smiles | S3 lipid droplet | S3 lipid droplet cell count max |
| --- | --- | --- |
| COc1ccc(Cl)cc1Nc1nnc(-c2ccncc2)s1 | u | x |
| COc1ccc2c(c1)[nH]c1c(=O)n(Cc3ccccn3)cnc12 | u | x |
| CC1CCCCN1CCCNC(=O)Cn1ncc2c([nH]c3ccccc32)c1=O (stereo not given) | i | -1 |
| Cc1cccn2cc(CSc3ccccc3N)nc12 | u | x |
| CCOc1cccc(C(=O)NCc2ccccc2)c1 | u | x |
| CC(C)CCNC(=O)CN(C(=O)Cn1nnc(-c2ccc(F)cc2)n1)C1CCCC1 | u | x |
| CCCCOC(=O)c1cc(Cl)c(O)c(OC)c1 | u | x |
| CCc1c(C)c(C#N)c2nc3ccccc3n2c1Nc1c(C)n(C)n(-c2ccccc2)c1=O | u | x |
| Cc1nn2cc(-c3ccc(Cl)cc3)cnc2c1Br | u | x |
| COc1ccc(C(C(=O)NC2CCCC2)N(C(=O)c2ccco2)c2ccc(OC)c(OC)c2)cc1 (stereo not given) | -4% | 8 |
| O=C(NC1CCCCCC1)C1CCN(C(=O)c2ccc(Br)cc2)CC1 | i | -4 |
| CC(C)c1ccc(/C=N/Nc2cc(N3CCOCC3)nc(N3CCOCC3)n2)cc1 | u | x |
| C(=N\Nc1nc2ccccc2[nH]1)/c1cccc2nccnc12 | u | x |
| NC(=O)c1cc([N+](=O)[O-])cc2c1C=Cc1ccccc1O2 | u | x |
| Cc1c(Cl)ccc2c1NC(=O)[C@]21[C@@H]2C(=O)N(Cc3ccccc3)C(=O)[C@@H]2[C@@H]2CCCN21 | u | x |
| CC(C)N(C)NC(=S)Nc1ccccc1 | u | x |
| Cc1cc(C)c(NC(=O)CN2C(=O)NC3(CCCCC3)C2=O)c(Cl)c1 | u | x |
| CCOC(=O)c1c(NCc2ccc3c(c2)OCO3)c2ccccc2[nH]c1=O | u | x |

Screening results deposited in PubChem BioAssay by National Center for Advancing Translational Sciences (NCATS).
